INS promoter inh = TRM-6 insulin promoter activity inhibition; TRM-6 cells (human fetal islet line), insulin promoter-eGFP reporter, imaging; reporter expression induced with tamoxifen; inhibition, % at 2 µM; 130,000 compounds, 0.9% hits; AID 1273;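 active = inhibition above the mean plus 3 SD, with well images judged a real hit on visual review, cut at about 60% in these data, passing the limit was not always enough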
sdo1 growth = sdo1-depleted yeast growth rescue; S. cerevisiae sdo1-depleted JHY4D growth rescue, OD600 30 h; hits give high values; pdr5 snq2 efflux-pump mutant strain; 140,000 compounds, 0.21% hits; z-score at 10 µM;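 active = z-score above 3 at both the 24 hr and the 30 hr optical density reads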;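 note: z-score against mean and SD of all compound wells on the same plate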
sdo1 growth Rescue 24 h = also measured in sdo1 growth; calls as there; z-score; S. cerevisiae sdo1-depleted JHY4D growth rescue, OD600; measured here: growth rescue at 24 h;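 0 is the plate mean of compound wells and units are plate SD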
Active calls of the source: *; nt = no result given; & = joins results of further samples.

SMILES | INS promoter inh | sdo1 growth | sdo1 growth Rescue 24 h
N#Cc1c(NC(=O)CSc2n[nH]c(Cc3ccccc3)n2)oc(-c2ccccc2)c1-c1ccccc1 | 19.1 | 0.3 | 0.27
Cc1cccc(-c2nnc(SCc3nc4ccccc4[nH]3)n2Cc2ccco2)c1 | nt | -0.85 | -0.39
COc1cccc(C(=O)NC(=S)Nc2ccc3oc(=O)ccc3c2)c1 | nt | -0.92 | -0.06
C/C(=N\O)c1ccccc1C(=O)O | nt | 0.36 | 0
O=[N+]([O-])c1cccc(/C=C2\CCC(/C=N/Nc3ccc4ccccc4n3)=C2N2CCOCC2)c1 | -193.8 | 1.08 | 8.95
CCOc1ccc(S(=O)(=O)N2CCN(C(=O)c3cccn3C)CC2)cc1 | 20.0 | -0.34 | -0.41
CCCc1nc(Cl)c(C#N)c2c1CCCC2 | nt | 1.46 | 1.82
Cc1ccc(-c2cc(C(F)(F)F)n3ncc(C(=O)N4CCCc5ccccc54)c3n2)cc1 | 52.4 | -0.05 | 1.83
COc1ccc(OC)c(-n2nnnc2SCC(=O)NCCc2ccccc2)c1 | -78.6 | -0.29 | 0.38
Cc1nc(-c2coc3c(CN(C)C)c(O)ccc3c2=O)cs1 | -41.7 | 1.69 | 2.03
Cc1cc(C)n(CC(=O)N2c3ccccc3Sc3ccccc32)n1 | 47.6 | -1.87 | -1.62
CC(c1ccco1)N(C(=O)c1cccs1)c1ccccn1 (stereo not given) | nt | -0.47 | -0.56
Cc1ccc(CSCCNS(C)(=O)=O)cc1 | 9.1 | 0.18 | 0.65
Cc1ccc(NC(=S)NNc2ncc(C(F)(F)F)cc2Cl)cc1 | nt | 0.52 | 1.43
O=C(Nc1nc(C2C3CC4CC(C3)CC2C4)cs1)c1cc2cc([N+](=O)[O-])ccc2oc1=O (stereo not given) | 0.0 | 0.11 | 1.84
Cc1ccc(NC(=O)CCC(=O)c2ccc(F)cc2)cc1Cl | 13.3 | -0.48 | 0
O=[N+]([O-])c1cc(-c2ncccn2)cs1 | -33.3 | -0.09 | -0.26
CCCC(=N)C1=C(O)CC(CC(C)SCC)CC1=O (stereo not given) | 7.1 | 0.86 | 1
CCN(C(=O)COC(=O)CNC(=O)c1ccc(C)c(C)c1)C1CCS(=O)(=O)C1 (stereo not given) | 0.0 | -0.87 | -1.03
COC(=O)c1cnn2c(C)c(Cc3cccc(F)c3)c(C)nc12 | nt | 0.62 | 1.02
Cc1ccc(NC(=O)N2CCCC2C(=O)NCCc2ccccc2)cc1 (stereo not given) | nt | -0.78 | -0.78
Cc1ccc(C(=O)OC2CCN(c3ccc([N+](=O)[O-])cc3)CC2)cc1 | -45.5 | -0.51 | -0.18
O=c1/c(=C/c2ccc(CNS(=O)(=O)c3ccccc3)o2)sc2n1CCN=2 | 23.1 | 0.97 | 1.1
CN(C)C(=O)N1CCN(C(=O)c2ccccc2Sc2ccccc2C#N)CC1 | 51.5 | 1.46 | 1.49
CCOc1cc(/C=N/NC(N)=O)cc(Br)c1OCC(=O)Nc1ccccc1C | 31.4 | -0.24 | -1.53
COc1cc2cc(C(c3nnnn3Cc3ccc(F)cc3)N3CCCCCC3)c(=O)[nH]c2cc1OC (stereo not given) | -25.8 | 0.13 | -0.33
CC1NC(=O)NC1CCCCCC(=O)Nc1ccc(F)cc1 (stereo not given) | 25.0 | nt | nt
COCCOc1nc2c(c(=O)n(C)c(=O)n2C)n1CCc1ccccc1 | nt | -0.02&1.1 | 0.76&1.13
Cc1ccc(NC(=O)CN2CC(C)SC2=NC2CCCCC2)cc1 (stereo not given) | -2.5 | -0.4 | -0.35
Cc1ccc(S(=O)(=O)ON2C(=O)c3cccc4cccc(c34)C2=O)cc1 | -7.4 | 1.56 | 1.92
COc1ccc(NC(=O)/C=C/c2ccc(C)o2)cc1S(=O)(=O)N1CCOCC1 | 1.6 | -0.7 | -1.05
OCCNc1nc(Nc2ccccc2)nc(Nc2ccccc2)n1 | 7.1 | -1.27 | -1.45
O=C(Cn1nnc(-c2ccccc2)n1)N/N=C/c1ccc(-c2ccc(Cl)cc2)o1 | 55.9 | -1.49 | -0.52
COc1ccc(C2CC(c3ccccc3)=NN2C(=O)COC(=O)c2nc3nc(C)cc(C)n3n2)cc1 (stereo not given) | -13.3 | nt | nt
COc1ccc2nc(SCC(C)=O)c(C#N)cc2c1 | -159.4 | -0.58 | -0.66
COCCN(C(=O)Cc1cccs1)c1nnc(-c2cccnc2)s1 | 5.6 | 0.44 | -0.41
O=C(NC1c2ccccc2-c2ccccc21)N1CCCCC1 | 45.7 | -1.15 | -1.07
O=C(C(NS(=O)(=O)c1cccc2nsnc12)c1ccccc1)N1CCN(c2ccccc2)CC1 (stereo not given) | nt | -1.2 | -0.99
Cc1cc2cc(CN(Cc3cccs3)C(=S)NCC3CCCO3)c(=O)[nH]c2cc1C (stereo not given) | -7.9 | -1.14 | -1.09
CC(C)c1ccc2c(c1)C(=O)NC(C)(C)C2 | nt | -0.21 | -0.68
Cc1ccc(S(=O)(=O)Nc2ccc3c4c(cccc24)CC3)c(C)c1 | -20.9 | nt | nt
CC1=C(C(=O)OCc2ccc3c(c2)OCO3)C(c2ccc(Cl)cc2)NC(=O)N1 (stereo not given) | nt | 0.06 | 0.57
COc1ccc(/C=N/S(=O)(=O)CCc2ccccc2)c(OC)c1 | 10.0 | -0.15 | -0.78
COc1ccc(CNC(=O)OCCN2CCN(S(=O)(=O)c3ccc(C)cc3)CCC2=O)cc1 | 14.3 | 0.5 | 0.87
COc1cccc(NC(=O)N2CCCC2C(=O)NCc2ccccc2)c1 (stereo not given) | 35.7 | nt | nt
S=C(c1cn(CCOc2ccccc2)c2ccccc12)N1CCCC1 | 17.4 | -1.7 | -1.98
O=C(CCC1CCCN(C(=O)C2CCCC2)C1)NCc1ccc(F)c(F)c1 (stereo not given) | -78.3 | nt | nt
O=C(NC12CC3CC(CC(C3)C1)C2)c1ccc(-c2ccc(Br)cc2)o1 | -10.2 | -1.48 | -0.72
Cc1ccc(-c2nnn(CC(=O)N(CCO)C(C(=O)NC(C)(C)C)c3ccncc3)n2)cc1 (stereo not given) | 26.9 | 0.07 | -0.5
CCOC(=O)c1c(N/N=C/c2ccncc2)n[nH]c1C | -66.7 | 0.15 | -0.16
Cc1ccc(CNC(=O)C2CCN(S(=O)(=O)c3c(C)noc3C)CC2)cc1 | -75.9 | 0.25 | 0.3
N#CC(C#N)=c1ccc2c(c1)N1C3=C(CCCC3)CC3CCCCC31N=2 (stereo not given) | nt | -0.27 | -0.24
COCCn1c(N)c(C(=O)NCC2CCCO2)c2nc3ccccc3nc21 (stereo not given) | nt | 0.6 | 0.63
CCCOc1ccc(-c2cc(C(=O)NCC3CCCO3)c3ccccc3n2)cc1 (stereo not given) | 42.9 | nt | nt
Cc1nn(-c2ccccc2)c(Cl)c1C(=O)NCCCCNC(=O)c1c(C)nn(-c2ccccc2)c1Cl | -492.9 | -0.35 | -0.62
COc1ccc(C(=O)Oc2ccc(=O)n(-c3ccccc3)n2)cc1 | 6.0 | 0.25 | -0.62
Cc1sc2nc(C(C)(C)C)oc(=O)c2c1C | 11.5 | -0.07 | 0.42
O=C(Nc1ccccn1)C1COc2ccccc2O1 (stereo not given) | -122.9 | -0.02 | -0.63
N#Cc1ccc2ccn(CC(=O)NCc3ccco3)c2c1 | -14.3 | 0.82 | 0.19
O=C(CSc1nnc(-c2ccccc2)n1C1CCCCC1)N1CCCC1 | -55.9 | 0.28 | 0.53

Nothing new here: an excerpt of the list.
SMILES | INS promoter inh | sdo1 growth | sdo1 growth Rescue 24 h
O=C(NC12CC3CC(CC(C3)C1)C2)c1ccc(-c2ccc(Br)cc2)o1 | -10.2 | -1.48 | -0.72
Cc1ccc(-c2nnn(CC(=O)N(CCO)C(C(=O)NC(C)(C)C)c3ccncc3)n2)cc1 (stereo not given) | 26.9 | 0.07 | -0.5
CCOC(=O)c1c(N/N=C/c2ccncc2)n[nH]c1C | -66.7 | 0.15 | -0.16
Cc1ccc(CNC(=O)C2CCN(S(=O)(=O)c3c(C)noc3C)CC2)cc1 | -75.9 | 0.25 | 0.3
N#CC(C#N)=c1ccc2c(c1)N1C3=C(CCCC3)CC3CCCCC31N=2 (stereo not given) | nt | -0.27 | -0.24
COCCn1c(N)c(C(=O)NCC2CCCO2)c2nc3ccccc3nc21 (stereo not given) | nt | 0.6 | 0.63
CCCOc1ccc(-c2cc(C(=O)NCC3CCCO3)c3ccccc3n2)cc1 (stereo not given) | 42.9 | nt | nt
Cc1nn(-c2ccccc2)c(Cl)c1C(=O)NCCCCNC(=O)c1c(C)nn(-c2ccccc2)c1Cl | -492.9 | -0.35 | -0.62
COc1ccc(C(=O)Oc2ccc(=O)n(-c3ccccc3)n2)cc1 | 6.0 | 0.25 | -0.62
Cc1sc2nc(C(C)(C)C)oc(=O)c2c1C | 11.5 | -0.07 | 0.42
O=C(Nc1ccccn1)C1COc2ccccc2O1 (stereo not given) | -122.9 | -0.02 | -0.63
N#Cc1ccc2ccn(CC(=O)NCc3ccco3)c2c1 | -14.3 | 0.82 | 0.19
O=C(CSc1nnc(-c2ccccc2)n1C1CCCCC1)N1CCCC1 | -55.9 | 0.28 | 0.53

The results go on:
SMILES | INS promoter inh | sdo1 growth | sdo1 growth Rescue 24 h
O=C(c1cnn2ccccc12)N(Cc1ccco1)C1CCCC1 | nt | -0.31 | -0.44
CCOC(=O)C(NC(=O)NCc1ccccc1)(OCC)C(F)(F)F (stereo not given) | 40.0 | 0.2 | -0.25
O=C(NCCS(=O)c1ccc(Cl)cc1)c1cccc(Cl)c1 (stereo not given) | -150.0 | nt | nt
NC(=O)c1cc[n+](CC2=C(C(=O)O)N3C(=O)[C@@H](NC(=O)C(c4ccccc4)S(=O)(=O)[O-])[C@H]3SC2)cc1 (stereo not given in full) | -76.2 | -0.11 | 0.17
CCc1nc(NCCCN2CCOCC2)c2oc3ccccc3c2n1 | 61.1 | -0.05 | -0.86
CCC(=O)NC(=S)NNC(=O)c1ccc([N+](=O)[O-])cc1 | 37.5 | 0.56 | -0.47
Cc1cc(C)cc(NC(=O)CN(C)S(=O)(=O)c2cccc3nsnc23)c1 | -11.8 | -0.39 | -0.08
CCOC(=O)N1CCC(Nc2c(Nc3cccc(CC)c3)c(=O)c2=O)CC1 | nt | 1.49 | 1.85
COc1cc(S(=O)(=O)NCc2cccnc2)ccc1F | 8.7 | -0.22 | -0.62
O=C(CCn1c(=O)oc2ccccc21)Nc1ccon1 | 28.6 | 0.33 | 0.37
CC(Nc1nc(N2CCCC2)nc2ccccc12)c1ccccc1 (stereo not given) | 0.0 | -0.2 | -0.29
COc1ccc(CNC(=O)C(c2ccco2)N(C(=O)CNS(=O)(=O)c2ccccc2)c2ccccc2C)cc1 (stereo not given) | -25.0 | 0.41 | 0.55
C=CCn1c(O)c(C(CC)=Nc2ccccc2NC(=O)CC)c(=O)[nH]c1=O | -21.4 | 0.31 | 0.44
CCCS(=O)(=O)N1CCC(C(=O)NCCCOC(C)C)CC1 | nt | 0.64 | 0.53
CC(=O)N1CC2(CC(=O)OC(C)C)CN(C(C)=O)CC(CC(=O)OC(C)C)(C1)C2=O | nt | 0.21 | -0.77
CC(C)c1onc(C(=O)NCc2ccc(F)cc2)c1[N+](=O)[O-] | -34.2 | 0.67 | 0.7
O=C(Nc1ccc(N2CCCCC2)c(Cl)c1)c1cccnc1 | -109.7 | -0.39 | -1.33
COC(=O)c1ccc(C2c3c(oc4ccc(F)cc4c3=O)C(=O)N2CCO)cc1 (stereo not given) | nt | 1.93 | 3.82
CCSc1ncc(C)cc1[N+](=O)[O-] | 5.6 | 0.61 | 0.2
CCc1nc(SCc2cccnc2)c2c(=O)n(C)c(=O)n(C)c2n1 | nt | -1.26 | -1.14
O=C(NCCc1ccccc1)C1CCN(Cc2ccccc2F)CC1 | nt | 0.81 | -0.9
CC(C)(C)NC(=O)/C=C/c1cccc(C(F)(F)F)c1 | 60.0* | -0.23 | -1.04
CCOC(=O)c1c(C)[nH]c(C(=O)/C(C#N)=C/c2ccc(OC)c(OC)c2)c1C | -183.3 | -0.03 | -0.25
Cc1cccc(NC(=S)NNC(=O)c2csc3c2CCCC3)c1 | nt | 0.52 | 0.02
O=C(CSc1nnc(-c2ccccc2)n1Cc1ccco1)Nc1ccc(S(=O)(=O)N2CCCC2)cc1 | 37.1 | 1.14 | 0.81
O=C(COc1ccc([N+](=O)[O-])cc1)Nc1ccncc1 | 5.9 | nt | nt
Cc1ccc(/C=N/n2c(C)nnc2C)s1 | nt | 0.4 | 0.59
O=C(NC1CC2CCCC(C1)N2S(=O)(=O)c1ccccc1)c1ccco1 (stereo not given) | 48.6 | 0.72 | 0.56
Cc1cc(N2C(=O)CC(N3CCN(C(c4ccccc4)c4ccccc4)CC3)C2=O)no1 (stereo not given) | 47.6 | -0.44 | -0.62
O=C(N/N=C/c1cccc2ccccc12)c1n[nH]c2c1CCCC2 | -150.0 | nt | nt
Cc1ccc(NC(=O)Nc2ccc(C(=O)N3CCOCC3)cc2)cc1 | 10.7 | 1.31 | 0.37
Cc1ccc(S(=O)(=O)NC2c3cccc4cccc(c34)C2Sc2n[nH]c(N)n2)cc1 (stereo not given) | -67.7 | 1.16 | 1.42
CC1CCCN(C(=O)C2CCN(S(=O)(=O)c3cccc4cccnc34)CC2)C1 (stereo not given) | nt | 0.71 | 0.55
NC(=O)CN1CCOCCOCCN(CC(N)=O)CCOCCOCC1 | 2.3 | 1.06 | -0.31
c1cn(C23CC4CC(CC(C4)C2)C3)cn1 | -10.7 | 0.87 | 0.91
O=C(/C=N/O)Nc1ccc(F)cc1 | nt | 0.76 | 0.42
CCNc1nc(NCC)n2c(SC(C(=O)Nc3cc(C)ccc3C)c3ccccc3)nnc2n1 (stereo not given) | nt | 0.74 | 0.96

Just INS promoter inh (two entries from above):
structure,INS promoter inh
O=C(CSc1nnc(-c2ccccc2)n1Cc1ccco1)Nc1ccc(S(=O)(=O)N2CCCC2)cc1,37.1
O=C(COc1ccc([N+](=O)[O-])cc1)Nc1ccncc1,5.9

High-throughput results as filed in PubChem BioAssay.

These rows are one share of the data (hit frequency here may not be typical).
